# MT1-MMP act inh – blockers of MT1-MMP proenzyme processing, primary screen, HT1080 RFP-PRO-GFP cells, GFP/RFP fluorescence; Matrix metalloproteinase-14 (Homo sapiens), P50281; GFP/RFP ratio fluorescence, overnight; percent of plate control window, DMSO zero; GFP/RFP ratio change, % at 20 µM; hit rate 0.061% among 360,000;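 active = GFP/RFP ratio change of at least 30% with cell ATP level not reduced by more than half and red fluorescence within 50% of control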; also: strong numbers were not always called active
#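 system = RFP-PRO-GFP reporter HT1080 cells | dosing = 20 µM single dose, 1% DMSO | timing = overnight cell settling, then overnight compound exposure, 37 °C, 5% CO2 | read-out basis = GFP/RFP fluorescence ratio | controls = DMSO and RFP-L50D-GFP cell wells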
# STEP inh – STEP phosphatase inhibitors, primary screen, biochemical, fluorescence intensity, uHTS | Tyrosine-protein phosphatase non-receptor type 5 (Homo sapiens), P54829 | recombinant STEP, OMFP fluorogenic substrate | inhibition, % at 20 µM | hit rate 0.25% among 360,000;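 active = inhibition at 20 µM, scaled per plate between control wells, above about 37%, limit read from the data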;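 also: 0% = DMSO with enzyme and substrate and 100% = substrate only without enzyme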
#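 Also added – OMFP at 25 µM · Test system – STEP tyrosine phosphatase · Technique – FITC-channel fluorescence of OMFP product · Schedule – 20 min at room temperature, dark · Evaluation – control-normalized % inhibition with plate pattern correction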
# DNMT1 block – human DNMT1 methyltransferase inhibitors, primary screen, biochemical, molecular beacon, fluorescence, HinP1I cleavage, uHTS | hit rate 0.83% among 360,000 | DNA (cytosine-5)-methyltransferase 1 (Homo sapiens), P26358 | inhibition (reported as % activation of signal), % at 10 µM | AID 588458, 2011; in the data active = inhibition above about 50%
# Rpn11 block – Rpn11 (PSMD14) deubiquitinase inhibitors, primary screen, biochemical, fluorescence polarization, uHTS; 26S proteasome non-ATPase regulatory subunit 14 (Homo sapiens), O00487; human 26S proteasome, Ub4-pepOG fluorescence polarization; 20S core pre-blocked with epoxomicin; calls only at 20 µM; hit rate 0.59% among 360,000;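 active = inhibition at 20 µM, scaled to each plate's controls, above about 33%, limit read from the data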
# Scp1 inh – Scp-1 phosphatase inhibitors, primary screen, biochemical, colorimetric, uHTS | Carboxy-terminal domain RNA polymerase II polypeptide A small phosphatase 1 (Homo … | Recombinant Scp1, phosphopeptide, malachite green phosphate absorbance | inhibition, % at 20 µM | hit rate 0.88% among 340,000 | AID 493091, 2011;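 active = inhibition above about 50% at 20 µM, limit read from the data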;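 also: plate controls were DMSO wells with enzyme for no effect and wells lacking enzyme for full effect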
#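 System: truncated SCP-1 phosphatase (76-261aa); medium: Tris acetate buffer pH 5.5 with MgCl2 and Tween-20; incubation: 45 min room-temperature reaction, 5 min colour, 30 min stabiliser; compound: single 20 µM dose, 1% DMSO; reagent: Phosphorylated 17-residue peptide substrate; read-out: % inhibition at 20 µM; technique: colorimetric free-phosphate detection, absorbance 630 nm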
# NRP1-CendR mod – modulators of CendR peptide binding to NRP-1, primary screen, biochemical, fluorescence polarization, uHTS. FAM-RPARPAR peptide binding to NRP-1. hit rate 0.85% among 360,000. Neuropilin-1 (Homo sapiens), O14786. inhibition, % at 25 µM;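 active = inhibition or corrected inhibition above about 18%, plus a signal ratio from 0.5 to 1.5, limit read from the data, passing the limit was not always enough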; also: strong numbers were not always called active
# Target sequence (O14786 whole entry, looked up): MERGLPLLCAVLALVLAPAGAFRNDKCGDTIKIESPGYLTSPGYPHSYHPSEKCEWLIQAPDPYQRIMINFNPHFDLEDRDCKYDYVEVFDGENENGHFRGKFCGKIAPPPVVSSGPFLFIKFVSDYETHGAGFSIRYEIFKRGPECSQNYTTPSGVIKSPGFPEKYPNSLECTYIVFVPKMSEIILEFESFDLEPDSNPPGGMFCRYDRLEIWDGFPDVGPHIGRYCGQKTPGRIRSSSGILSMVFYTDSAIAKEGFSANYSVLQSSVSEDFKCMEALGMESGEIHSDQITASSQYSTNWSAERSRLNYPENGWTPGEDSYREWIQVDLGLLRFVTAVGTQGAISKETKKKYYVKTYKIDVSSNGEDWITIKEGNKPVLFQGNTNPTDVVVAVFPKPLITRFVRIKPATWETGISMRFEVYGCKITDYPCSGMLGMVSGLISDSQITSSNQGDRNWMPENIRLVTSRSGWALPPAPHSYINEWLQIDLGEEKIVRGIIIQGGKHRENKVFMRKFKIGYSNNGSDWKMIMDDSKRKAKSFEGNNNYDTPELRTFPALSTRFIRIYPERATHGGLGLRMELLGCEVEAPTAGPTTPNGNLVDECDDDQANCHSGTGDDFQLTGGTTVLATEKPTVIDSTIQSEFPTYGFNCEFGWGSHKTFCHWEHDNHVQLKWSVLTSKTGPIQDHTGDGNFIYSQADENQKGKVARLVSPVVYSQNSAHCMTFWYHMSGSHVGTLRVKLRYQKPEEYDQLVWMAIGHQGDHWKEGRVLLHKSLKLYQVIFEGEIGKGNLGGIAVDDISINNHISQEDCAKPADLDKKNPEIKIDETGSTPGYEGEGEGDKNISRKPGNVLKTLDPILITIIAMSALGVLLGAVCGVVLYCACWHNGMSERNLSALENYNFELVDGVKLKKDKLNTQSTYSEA
# SKN-1 inh – suppressors of acrylamide-induced Pgst-4::GFP reporter in worms, primary screen, SKN-1 inhibitor project, whole organism, uHTS, GFP/RFP fluorescence ratio, strain VP596. AID 624304, 2012. inhibition, % at 21.8 µM. hit rate 0.49% among 360,000. C. elegans VP596 Pgst-4::GFP/RFP ratio, 24 h;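 active = interference check ratio from 0.5 to 1.5 plus GFP to RFP signal ratio inhibition reaching or exceeding a fixed threshold, cut at about 30% in these data, passing the limit was not always enough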; also: some compounds called inactive have numbers as strong as hits
# SUMO1 PPI mod – modulators of SUMO1 protein-protein interactions, primary screen, biochemical, uHTS; hit rate 0.33% among 360,000; AID 602429, 2012; Small ubiquitin-related modifier 1 (Homo sapiens), P63165; SUMO1 binding to a labelled peptide, TR-FRET, 1 h; inhibition, % at 20 µM; in the data active = inhibition above about 37%
# LMPTP block – LMPTP phosphatase inhibitors, primary screen, biochemical, fluorescence intensity, uHTS; inhibition, % at 20 µM; hit rate 0.22% among 360,000; Low molecular weight phosphotyrosine protein phosphatase (Homo sapiens), P24666; recombinant LMPTP-A, OMFP fluorogenic substrate;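 active = compounds that cut the enzyme signal by at least half of the control window in the single-dose screen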;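 also: plate controls were DMSO wells with enzyme plus substrate for no effect and substrate without enzyme for full effect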
# Target sequence (P24666 whole entry, looked up): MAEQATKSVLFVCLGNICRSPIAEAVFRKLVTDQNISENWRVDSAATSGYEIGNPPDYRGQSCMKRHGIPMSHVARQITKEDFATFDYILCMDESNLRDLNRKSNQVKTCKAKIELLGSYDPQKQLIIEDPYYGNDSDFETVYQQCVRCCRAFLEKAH
#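 Test system: LMPTP-A, protein tyrosine phosphatase of low molecular weight; Input: 0.625 nM enzyme; Incubation: 50 min dark incubation at room temperature; Signal: endpoint fluorescence intensity from OMFP dephosphorylation; Read-out basis: % inhibition versus control wells.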
# NadD block – inhibitors of S. aureus NadD, primary screen, biochemical, colorimetric, uHTS; purified NadD enzyme, colorimetric absorbance read-out; AID 602399, 2012; inhibition, % at 20 µM; Nicotinate-nucleotide adenylyltransferase NadD (Staphylococcus aureus N315); hit rate 0.78% among 360,000; in the data active = inhibition above about 26%; also: some compounds past the cut are filed as inactive
# Numbers without * were called inactive; i = inactive; . = not tested or not shown; & = joins results of further samples.
# Each structure is followed by: MT1-MMP act inh, STEP inh, DNMT1 block, Rpn11 block, Scp1 inh, NRP1-CendR mod, SKN-1 inh, SUMO1 PPI mod, LMPTP block, NadD block
CCN(CCCNC(=O)CCn1c(=S)[nH]c2cc3c(cc2c1=O)OCO3)c1cccc(C)c1
  -3, 5, 30, i, -7, 0, 16, -8, 1.0, 3
CCCC(=O)Nc1nc2c(C)c(Cl)ccc2s1
  -3, 0, -1, i, -3, -2, 7, 2, -1.4, -2
COc1ccccc1NC(=O)CSc1nnc(C2CCCCC2)n1N
  0, -1, -10, i, -7, -8, 0, -2, 0.4, 2
CCC(CC)NC(=O)Nc1ccc(F)c(Cl)c1
  4, -5, 3, i, 1, -5, -16, 3, 0.5, 3
Cc1ccc(CNC(=O)C2CCC(CNc3c(N4CCC(C)CC4)c(=O)c3=O)CC2)cc1 (configuration not stated)
  4, -2, 0, i, -4, 8, -7, -1, -0.3, 3
Cn1ccnc1-c1ccc(-c2nccn2C)cc1
  0, -1, 2, i, 0, -2, -16, 2, -1.9, 3
O=C(/C=C/c1cccc(Br)c1)N1CCN(c2cccc(C(F)(F)F)c2)CC1
  5, 4, -7, i, -7, 2, 12, 1, 9.2, 3
O=C1CCN(CCc2ccccc2)CCN1CCSc1ccc(Br)cc1
  5, 1, -1, i, -2, 23*, 8, -1, 1.6, -2
O=C(Nc1ccccc1)Nc1nc(-c2ccc(F)cc2)cs1
  -4, -1, 16, i, -5, 0, 17, -3, -0.4, -2
CCOC(=O)N1CCN(C(=O)CN(c2ccc3c(c2)OCO3)S(C)(=O)=O)CC1
  6, -3, 5, i, 7, 5, 3, -4, -1.4, 1
Cc1ccc(F)cc1NC(=O)CN1CCN(c2ccccn2)CC1
  1, 0, 1, i, -3, 1, 15, 2, -0.2, -9
O=C(NC1CCN(C(=O)Nc2cccc(Cl)c2)CC1)c1ccco1
  -4, 2, -1, i, -11, -2, 16, 7, -2.0, -5
CCOc1ccc2nc(COC(=O)c3cccs3)c(C(=O)c3ccccc3)[n+]([O-])c2c1
  -2, -2, -1, i, -7, 6, -8, 0, -0.4, -9
Cc1cccc(NS(=O)(=O)c2ccc3c(c2)CCC(=O)N3)c1
  5&2, -2&4, 5&1, i, -1, -1&0, -1&9, 4&-1, -2.4&-0.9, -5&-7
CC1CCN(c2c(NCC3CCC(C(=O)NCCC4=CCCCC4)CC3)c(=O)c2=O)CC1 (configuration not stated)
  4, 2, -2, i, -12, -2, -10, 19, -6.2, -2
COc1ccc(C(=O)C2CCCN(C(=O)COc3ccc(C(C)=O)cc3)C2)cc1F (configuration not stated)
  5, -4, -2, i, -14, -2, 3, 13, -1.7, -5
Clc1ccc2nc(-c3ccccc3)cn2c1
  -1, 0, -2, i, -8, 4, -2, -4, 2.1, -2
COc1ccc(NC(=O)CS(=O)(=O)c2cn(CC(=O)N3CCCC3)c3ccccc23)c(OC)c1
  3, -2, 1, i, -5, -3, 13, 3, -0.2, 1
Cc1ccc(NC(=S)N(CCN(C)C)Cc2cccs2)cc1C
  4, 1, 2, i, -6, 1, 0, 3, -1.6, -4
CCCN(Cc1nnc(-c2cccs2)o1)C(=O)CN1C(=O)NC2(CCCCC2)C1=O
  -1, -1, -1, i, 2, -3, -12, -1, -1.0, -3

# The list goes on, overlapping the part above by two compounds.
# Each structure is followed by: MT1-MMP act inh, STEP inh, DNMT1 block, Rpn11 block, Scp1 inh, NRP1-CendR mod, SKN-1 inh, SUMO1 PPI mod, LMPTP block, NadD block
Cc1ccc(NC(=S)N(CCN(C)C)Cc2cccs2)cc1C
  4, 1, 2, i, -6, 1, 0, 3, -1.6, -4
CCCN(Cc1nnc(-c2cccs2)o1)C(=O)CN1C(=O)NC2(CCCCC2)C1=O
  -1, -1, -1, i, 2, -3, -12, -1, -1.0, -3
COc1ccc(-c2c(N)n[nH]c2C)cc1OC
  0, -1, 3, i, -7, -6, 15, 3, -1.8, 3
CS(=O)(=O)N(CC(=O)N1CCN(Cc2ccc3c(c2)OCO3)CC1)Cc1ccc(Cl)cc1
  0, -30, -11, i, -9, 9, 9, 3, -0.7, -8
Cc1cc(C)n2nc(SCc3nnc(SCc4ccccc4Cl)s3)nc2n1
  10, 2, 2, i, -9, 13, 4, -2, -2.0, 0
Cc1ccccc1OCC(=O)Nc1ccc(S(=O)(=O)Nc2ccccn2)cc1
  0, 0, 14, i, -4, -5, 1, 1, -1.2, 3
Cc1cc(N2CCN(C(=O)c3ccco3)CC2)n2ncnc2n1
  2, -3, -1, i, 9, 3, -20, 2, -2.2, -2
Cc1csc(NC(=O)c2cc3c(s2)CCC3)n1
  -21, 0, -2, i, 0, 6, 6, -5, 2.1, 0
O=C(/C=C/c1cn(-c2ccccc2)nc1-c1ccc2c(c1)OCCO2)NCCO
  -1, -1, -2, i, -4, 6, 8, -8, 0.9, -1
CCOc1ccc2oc(C(=O)N(CCOC)c3c(N)n(CC(C)C)c(=O)[nH]c3=O)c(C)c2c1
  -3, -3, 0, i, -5, 0, 8, 5, 0.1, 3
CCC(=O)Nc1ccc(N2CCN(C(=O)c3ccco3)CC2)c(Cl)c1
  -1, 0, 1, i, 12, 9, -16, 4, -0.9, 0
CCCCSc1nc2c(cnn2-c2ccc(C)c(C)c2)c(=O)[nH]1
  1, -4, 27, i, -2, -4, 5, 4, 0.3, 1
CN(C)C(=O)N1CCC(C(=O)NC2CCCCCCC2)CC1
  -2, -2, -1, i, -6, 5, 5, 0, -1.3, -1
O=C(Nc1ccn(Cc2ccccc2)n1)c1n[nH]c([N+](=O)[O-])c1Cl
  -1, -2, 1, i, 25, -14, -11, 3, 0.4, 7
COc1ccc(C2CC3(CC(C)(C)NC(=S)N3)Oc3cc(O)cc(C)c32)cc1OC (configuration not stated)
  -3, 1, -6, i, 5, 13, 8, -4, -0.2, 4
O=C(NCCc1c[nH]c2ccccc12)C(=O)NCC1OCCN1S(=O)(=O)c1ccccc1 (configuration not stated)
  3, 1, -16, i, -1, -6, -6, -1, 1.0, -2
O=C(O)CSc1nnc(CNc2ccc(Cl)cc2)n1Cc1ccccc1
  5, -1, 2, i, 5, 19, 7, 3, -2.4, 1
O=C(c1ccc2nc(Cc3ccccc3F)oc2c1)N1CC[C@H](O)C1
  2, -3, -2, i, -11, 10, -5, 4, -0.4, -7
O=C(CCNC(=O)C1CCN(S(=O)(=O)c2ccc(F)cc2)CC1)NCc1ccccc1
  -2, -3, 2, i, -8, 13, 15, 1, -0.1, -2
COc1ccc(C2C(C(C)=O)=C(O)C(=O)N2CCCn2ccnc2)cc1OC (configuration not stated)
  2, 4, -2, i, -4, 16, -1, -4, -4.9, -3
CC(=O)c1cc2c(cc1NC(=O)CCn1cnnn1)OCO2
  -1, -2, 0, i, -7, -3, 3, -11, -0.5, -2
CC(=O)Nc1ccc(/C(C)=N/NC(=O)c2ccccc2Cl)cc1
  6, 0, 5, i, -3, 11, 11, -7, -1.5, 1
CC1(C(=O)NCc2ccccc2)CCC(=O)N1CCOc1ccccc1 (configuration not stated)
  2, -2, 4, i, ., 11, 0, 3, -1.1, -7
O=C(CCC1CCCC1)NCc1cccs1
  -7, -1, 2, i, 11, -1, 5, 4, -0.6, -2
O=C1NC(=O)N(c2ccccc2)C1=O
  0, 2, 2, i, 1, 4, 0, 1, -1.0, 3
COc1ccc(NC(=O)CNC(=O)Cn2ccc3ccccc3c2=O)c(OC)c1
  7, -4, -1, i, -3, 7, -17, 1, -0.5, 0
COc1ccc(-n2c(CNC(=O)c3cc(OC)c(OC)c(OC)c3)n[nH]c2=S)cc1
  3, -4, 0, i, -2, 3, 18, 0, -0.9, -10
COc1ccc(OC)c(C2=NOC(C(=O)Nc3c(C)n(C)n(-c4ccccc4)c3=O)C2)c1 (configuration not stated)
  2, -3, 3, i, -6, 3, -18, 5, -0.9, 4
COc1ccc(-c2coc3cc(O)ccc3c2=O)cc1
  -1, -2, 1, i, -9, -7, -8, 2, 0.0, 2
O=c1oc2cc(O)ccc2c2c1CCCC2
  3, -2, 2, i, -4, -14, -5, 2, 0.0, 2
COc1cccc(-c2nc(Cl)nc3cc(Cl)ccc23)c1
  4, ., ., ., ., 7, 6, -5, 2.0, -8
COC(=O)C(C)Oc1cc(C)ccc1COc1ccc(-n2nc(C)n(C(F)F)c2=O)cc1 (configuration not stated)
  5, 2, 8, i, -10, 0, -6, 5, 1.0, -6
O=c1cnnc(N/N=C/c2c[nH]c3ccccc23)[nH]1
  -5, 1, -1, i, -5, -1, 5, -4, -0.1, -7
OCCNc1cnc2ccccc2n1
  2, -2, 3, i, -1, 7, -13, -5, 1.6, -2
O=C(CC1OC(=O)c2ccccc21)c1ccco1 (configuration not stated)
  -3, -4, 2, i, -2, -5, 1, -7, -2.6, 9
O=C(Nc1nnc(C2CCCCC2)s1)c1ccco1
  3, 3, 0, i, -7, 0, 2, -3, -2.6, -5
CN(CC(=O)Nc1ccc(OC(F)(F)F)cc1)C(=O)/C=C/c1ccco1
  1, 4, 30, i, 32, -7, -3, -4, 1.3, 1

# In the list so far, five contain an aryl thioether with sulfur outside any ring.
# Each structure is followed by: MT1-MMP act inh, STEP inh, DNMT1 block, Rpn11 block, Scp1 inh, NRP1-CendR mod, SKN-1 inh, SUMO1 PPI mod, LMPTP block, NadD block
COc1ccccc1NC(=O)CSc1nnc(C2CCCCC2)n1N
  0, -1, -10, i, -7, -8, 0, -2, 0.4, 2
O=C1CCN(CCc2ccccc2)CCN1CCSc1ccc(Br)cc1
  5, 1, -1, i, -2, 23*, 8, -1, 1.6, -2
Cc1cc(C)n2nc(SCc3nnc(SCc4ccccc4Cl)s3)nc2n1
  10, 2, 2, i, -9, 13, 4, -2, -2.0, 0
CCCCSc1nc2c(cnn2-c2ccc(C)c(C)c2)c(=O)[nH]1
  1, -4, 27, i, -2, -4, 5, 4, 0.3, 1
O=C(O)CSc1nnc(CNc2ccc(Cl)cc2)n1Cc1ccccc1
  5, -1, 2, i, 5, 19, 7, 3, -2.4, 1

# From PubChem BioAssay
